Source: PubChem (National Center for Advancing Translational Sciences (NCATS))
B2AR arrestin – beta2AR (human) beta-arrestin recruitment activity; P07550; beta-arrestin recruitment to beta2AR, cell-based reporter; Potency, µM (doses to about 46.1 µM), for the others: top-dose activation, most hits filed as activators; hit rate 0.02% among 330,000; AID 492947;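 note: potency is the fitted concentration of half-maximal effect; 0% = DMSO controls and full agonism = EC100 isoproterenol or metaproterenol; nearly all actives have a fitted effect of over 65% in size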
uPA generation – blocks generation of uPA at the cell surface | hit rate 0.31% among 330,000 | cell surface uPA generation assay, qHTS | AID 540303 | Potency, µM (highest dose often 38.3 µM), for inactives: at the highest dose activity change, negative = inhibition, most hits filed as inhibitors; active = well fitted inhibition curve with a large enough effect; inconclusive = small, poorly fitted or top-dose-only effect; inactive = no such curve, though single readings can be large or run the other way; tested in mouse RAW 264.7 cells; note: potency is the fitted concentration of half-maximal effect; nearly all actives have a fitted effect of over 55% in size
Eya2 inh – inhibitors of human Eya2 phosphatase activity | O00167 | recombinant Eya2, OMFP fluorescence dephosphorylation (OMFP is methylfluorescein phosphate) | Potency, µM (titrated, usually from 76.9 µM), for inactives: top-dose activity, negative = inhibition, actives largely listed as inhibitors | hit rate 0.006% among 330,000; note: potency is the fitted concentration of half-maximal effect
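Eya2 protein (added as 0.2 uM solution) was preincubated with compound for 10 min at ambient temperature in 50 mM HEPES pH 7.5, 50 mM NaCl, 5 uM MgCl2, 0.05% BSA, 1 mM DTT. OMFP (added at 50 uM) then reacted 10 min; fluorescence read at 485/525 nm.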
Giardia killer – kills Giardia lamblia; hit rate 0.15% among 340,000; activity change, % at 7.66 µM, hits read low; AID 540267; Giardia lamblia trophozoite viability; in the data active = activity change below about -80%; inconclusive = between about -30% and that limit;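 note: parasites exposed to compound for two days anaerobically before the ATP read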
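Anaerobic 48 hrs incubation at 37 deg C of 100 trophozoites/well with test compounds; ATPLite 1-Step luminescence, 15-30 min RT, reports cellular ATP as viability.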
KCNH2 3.1 inh – KCNH2 3.1 (human) potassium channel inhibition. activity change, % (tested at about 1.8 µM). hit rate 0.95% among 340,000. U2OS KCNH2 3.1, thallium flux FluxOr; stronger effect = lower value;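 active = maximum activity change below -70%; inconclusive = maximum activity change from -70% to -50%; inactive = maximum activity change above -50%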;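 note: thallium influx rate constant from kinetic fluorescence after stimulation buffer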
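Steps: virus added to U2OS suspension (4 h, RT, dark); medium with 10% FBS added, cells plated, 37 C overnight; FluxOr/Red40 loading buffer 45 min RT; stimulation buffer, 2 min kinetic read; rate constant normalized.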
hERG WT inh – KCNH2 (human, wildtype) channel inhibition. Q12809. activity change, % at 1.84 µM. U2OS, BacMam KCNH2, thallium flux FluxOr; stronger effect = lower value. hit rate 0.37% among 340,000;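 active = maximum activity change below -70%; inconclusive = maximum activity change between -70% and -50%; inactive = maximum activity change above -50%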
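U2OS cells transduced with wild-type KCNH2 virus are loaded with FluxOr dye for 45 min, and thallium flux is measured in kinetic reads before and after stimulation buffer. Rate constants are normalized to DMSO controls.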
GALK inhibitor – galactokinase (human) inhibition; Purified GALK, Kinase-Glo residual ATP luminescence; Potency, µM (series often up to 57.5 µM), without a hit: at the highest dose activity change, negative = inhibition, actives largely listed as inhibitors; hit rate 0.007% among 270,000; AID 1868; note: potency is the fitted concentration of half-maximal effect
Target sequence (P51570 whole entry, looked up): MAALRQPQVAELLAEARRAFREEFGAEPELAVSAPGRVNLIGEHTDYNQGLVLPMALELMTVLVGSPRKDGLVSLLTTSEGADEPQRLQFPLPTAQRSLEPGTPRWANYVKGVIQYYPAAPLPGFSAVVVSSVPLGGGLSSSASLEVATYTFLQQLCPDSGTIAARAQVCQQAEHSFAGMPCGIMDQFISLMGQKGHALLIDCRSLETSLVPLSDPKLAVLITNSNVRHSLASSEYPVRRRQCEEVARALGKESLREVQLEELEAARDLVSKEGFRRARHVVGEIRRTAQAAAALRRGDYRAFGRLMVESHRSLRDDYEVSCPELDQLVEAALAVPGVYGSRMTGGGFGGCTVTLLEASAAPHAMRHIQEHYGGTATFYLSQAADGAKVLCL
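Kinase-Glo Plus luminescence measured ATP left after a 1 h room-temperature reaction. The reaction used 5 nM GALK, 100 uM galactose and 35 uM ATP at pH 8.0 (20 mM HEPES, 5 mM MgCl2, 60 mM NaCl, 1 mM DTT, 0.01% BSA).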
PKM2 act – PKM2 (human) enzyme activation | AID 1631 | Potency, µM (series often up to 57.5 µM), for inactives: at the highest dose activation, usual class: activators | hit rate 0.34% among 260,000 | P14618 | purified PKM2, Kinase-Glo ATP luminescence, activation; response scale: 0% is enzyme alone, no compound; note: potency is the fitted concentration of half-maximal effect; nearly all actives have a fitted effect of over 55% in size
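ATP formation by purified human PK-M2, quantified via coupled luciferase luminescence after 1 h at room temperature with 0.1 mM ADP and 0.5 mM PEP final.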
Chronic BCR inh – blocks chronic active B-cell receptor signaling; hit rate 0.05% among 340,000; ABC-DLBCL IkBa-CBG/CBR reporter, luminescence ratio, 4 h; Potency, µM (highest dose often 46.1 µM), for the others: at the top dose ratio change, negative = lower green/red ratio, actives largely listed as inhibitors; AID 493014; active = well fitted inhibition curve with a large enough effect in the signal ratio, with a control signal flat, not every such curve was filed as active; inconclusive = small, poorly fitted or top-dose-only effect, or effect the other way, or a change in a side signal; the % refers to the signal ratio;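 note: potency is the fitted concentration of half-maximal effect; plate controls were basal doxycycline-induced cells for no effect and cells given 10 µM MG132 for full effect; MG132 reads +100%, hits lower the ratio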
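Cell line TMD8 (human ABC DLBCL), stably expressing tet-inducible CBG68-IkBa fusion and CBR; IMDM/0.5% FBS; cpd up to 46 uM; dox induction, 4 h, 37C/5% CO2; dual luminescence; green/red ratio; MG132 control.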
USP2a inh – blocks human ubiquitin-specific protease USP2a; O75604; USP2 core, Ub-CHOP2 coupled fluorogenic reporter, 485/531; Potency, µM (doses to about 38.3 µM), without a hit: top-dose activity change, negative = inhibition, hits mostly inhibitors; hit rate 0.01% among 330,000; AID 463254;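 note: potency is the fitted concentration of half-maximal effect; plate controls were DMSO wells for no effect and full inhibition by NEM control for full effect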
Target sequence (O75604 whole entry, looked up): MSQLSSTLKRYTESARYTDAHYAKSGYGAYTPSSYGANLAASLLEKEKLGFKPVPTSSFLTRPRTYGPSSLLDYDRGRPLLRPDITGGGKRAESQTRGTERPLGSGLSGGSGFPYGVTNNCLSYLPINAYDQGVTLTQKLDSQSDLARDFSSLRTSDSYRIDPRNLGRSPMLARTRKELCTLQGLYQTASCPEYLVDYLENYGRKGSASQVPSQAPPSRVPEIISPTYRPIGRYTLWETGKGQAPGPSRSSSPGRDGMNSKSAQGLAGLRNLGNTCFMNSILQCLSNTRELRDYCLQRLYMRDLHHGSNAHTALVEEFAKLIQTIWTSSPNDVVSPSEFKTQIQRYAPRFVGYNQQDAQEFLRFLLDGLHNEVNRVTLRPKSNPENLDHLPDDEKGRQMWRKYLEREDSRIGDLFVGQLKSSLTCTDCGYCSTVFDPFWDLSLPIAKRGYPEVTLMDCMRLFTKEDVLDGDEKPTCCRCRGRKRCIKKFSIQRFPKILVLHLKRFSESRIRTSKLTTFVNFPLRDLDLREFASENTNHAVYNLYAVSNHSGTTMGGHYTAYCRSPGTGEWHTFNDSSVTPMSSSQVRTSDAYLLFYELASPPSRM
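Cell-free coupled assay: 10nM USP2 core preincubated 30min RT with compound in Tris-HCl pH 8.0/CaCl2/CHAPS buffer, then 25nM Ub-CHOP2 and 25nM reporter substrate; fluorescence (Ex 485/Em 531) read after 60min RT, normalized to NEM inhibition, concentration-response curves fitted.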
FBPA coupling cs – inhibits coupling enzyme system, counter-screen for aldolase hits. coupling enzyme system counterscreen, AmpLite Red fluorescence. activity change, negative = inhibition, % at 58.2 µM, hits read low. hit rate 0.67% among 290,000; in the data active = activity change below about -30%
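Activity here indicates interference with the coupling reaction, not aldolase inhibition. Compounds at 57.5 uM final met coupling enzymes for 10 min at RT; substrate and AmpLite Red detection followed, with a 525/598 nm fluorescence read after 20 min.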
Starred values were filed as active, the others as inactive; ? = inconclusive; . = no result given. Unless noted, calls come from the whole dose curve; as a rule, active = well fitted curve in the direction sought with a large enough effect; inconclusive = small, poorly fitted or top-dose-only effect, or another doubt; inactive = no such curve, though single readings can be large; an effect the other way counts as inactive or inconclusive. Unless noted, % is set by controls: 0 for no effect and ±100 for the full control effect.

Results follow in this order: USP2a inh	FBPA coupling cs	Giardia killer	B2AR arrestin	PKM2 act	GALK inhibitor	uPA generation	Chronic BCR inh	hERG WT inh	KCNH2 3.1 inh	Eya2 inh
[1] O=C(COC(=O)c1cccs1)NC1CCCCC1
  0.1%	-0.2	12.7	0.5%	-3.8%	-0.6%	-7.8%	-1.2%	-0.5	1.6	3.3%
[2] CCOc1cc(/C=N/Nc2cccc(C(=O)O)c2)ccc1OCC(=O)N1CCCCC1
  -0.4%	0.0	10.4	0.2%	-4.9%	8.1%	6.7%	?	-5.8	-24.9	14.4%
[3] COc1ccc([N+](=O)[O-])cc1N(CC(=O)NC1CCCCC1)S(C)(=O)=O
  -0.2%	2.1	11.9	-0.1%	-1.0%	0.9%	5.0%	1.3%	-3.3	0.6	-0.9%
[4] COc1ccc(N(CC(C)C)S(=O)(=O)c2nnc(NC(=O)CC(C)C)s2)cc1
  2.5%	2.8	29.2	-0.2%	.	1.2%	0.9%	-2.2%	2.5	-8.8	-9.7%
[5] COc1ccc(Cl)cc1NC(=O)CCc1nnc2ccc(N3CCN(C)CC3)nn12
  2.6%	.	3.4	0.2%	.	0.8%	-18.1%	-2.9%	-1.3	6.1	3.3%
[6] COc1ccc(N2CCN(C(=O)NC3CC(=O)N(c4ccc(OC)cc4)C3)CC2)cc1 (configuration not stated)
  -1.2%	0.2	-12.7	-0.3%	-1.5%	0.7%	5.5%	-17.3%	-9.7	-12.5	2.0%
[7] Cc1cccc(/C=N/Nc2ccc3ccccc3n2)c1
  -7.9%	0.4	?	-0.2%	-8.0%	11.2%	8.91µM*	?	28.8	-8.9	-4.5%
[8] O=C(CN(c1cccc([N+](=O)[O-])c1)S(=O)(=O)c1ccccc1)NCc1cccnc1
  1.6%	2.2	27.4	-0.5%	0.8%	4.4%	2.2%	-1.4%	7.0	-10.6	-0.1%
[9] Cc1cccc(NC(=O)CCCn2c(=S)[nH]c3ccccc3c2=O)c1
  0.5%	-0.7	-20.3	-0.1%	-0.9%	5.9%	4.2%	-25.2%	4.9	-15.4	-7.3%
[10] Cc1nn(CC(=O)N(C)c2c(N)n(Cc3ccccc3)c(=O)[nH]c2=O)c(C)c1[N+](=O)[O-]
  -1.6%	.	-3.4	0.0%	.	.	0.2%	-4.9%	-2.2	-3.3	-3.3%
[11] CC(C)N(C)S(=O)(=O)c1ccc(Cl)c(C(=O)O)c1
  -0.6%	1.8	-9.8	0.0%	1.9%	-0.1%	2.7%	2.4%	-2.0	10.2	0.3%
[12] Cc1ccc(CNC(=O)/C=C/c2ccc(S(=O)(=O)N3CCOCC3)cc2)cc1
  3.5%	1.4	15.4	-2.6%	-0.6%	1.8%	5.3%	0.9%	1.8	13.4	3.7%
[13] Cc1cc(C)n(-c2nc3c(c(=O)[nH]c(=O)n3C)n2CC(O)COc2ccccc2)n1 (configuration not stated)
  2.2%	-0.5	10.5	-0.4%	-3.3%	-2.4%	14.4%	1.9%	-1.4	.	5.2%
[14] CC(C)Cn1c(SCC(=O)Nc2cccc(S(N)(=O)=O)c2)nc2ccccc2c1=O
  -5.1%	7.9	7.4	-0.1%	.	9.5%	8.8%	?	4.5	-39.3	-22.2%
[15] CCN1CCN(C(=O)C2CCN(S(=O)(=O)c3ccc(SC)cc3)CC2)CC1
  0.6%	1.0	-3.8	0.0%	1.5%	1.2%	-3.6%	10.3%	5.3	11.9	1.2%
[16] Cc1c(C(=O)N2CCC2)oc2ccc(Cl)cc12
  -0.7%	.	-27.6	-0.6%	.	.	-1.9%	4.0%	-8.7	-13.9	-2.4%
[17] CCOC(=O)C1(CCOc2ccccc2)CCN(S(=O)(=O)N(C)C)CC1
  1.4%	0.2	14.2	-0.2%	0.0%	-6.7%	0.7%	-13.0%	18.2	32.0	5.9%
[18] COc1ccc(N2C(=O)C3CCCN3C2c2cc(OC)c(OC)cc2OC)cc1 (configuration not stated)
  -1.5%	-2.9	-0.5	-0.1%	-9.6%	1.6%	15.2%	-5.3%	0.8	6.5	7.9%
[19] O=C(Oc1ccccc1)c1cc2ccccc2oc1=O
  0.8%	3.0	6.5	-1.1%	4.7%	-3.1%	-2.1%	?	-13.3	-6.2	7.2%
[20] CC(=O)N1CCN(c2ccc(NC(=O)c3ccc(Cl)c([N+](=O)[O-])c3)cc2)CC1
  0.3%	1.1	5.0	0.2%	.	.	-3.6%	?	4.2	-12.0	7.1%
[21] Cc1nn2c(=S)[nH]nc2[nH]c1=O
  -2.4%	-11.0	1.0	0.0%	-1.4%	0.3%	3.7%	?	-0.9	-3.4	3.4%
[22] O=C(CSc1nc(NS(=O)(=O)c2ccccc2)cc(=O)[nH]1)Nc1cccc(C(F)(F)F)c1
  1.1%	1.0	3.4	0.2%	2.1%	12.4%	-8.1%	-6.6%	20.5	-3.2	0.1%
[23] Cc1ccc(C(=O)C(OC(=O)CN2C(=O)c3ccccc3C2=O)c2ccccc2)cc1 (configuration not stated)
  1.7%	.	-1.6	0.1%	-0.3%	1.0%	3.5%	11.7%	0.9	-4.9	-8.6%
[24] O=C(NCc1ccc2c(c1)OCO2)c1ccc(S(=O)(=O)N2CCCCC2)cc1
  3.4%	0.8	6.6	0.4%	0.2%	3.0%	-5.7%	?	-4.6	.	5.4%
[25] CCc1ccc2[nH]c(=O)c(C(c3nnnn3CC3CCCO3)N3CCN4CCCC4C3)cc2c1 (configuration not stated)
  -0.2%	-19.8	-7.2	0.3%	-8.5%	0.6%	7.0%	-0.2%	-10.8	0.4	7.9%
[26] CC(C)c1nnc(NC(=O)CCC(=O)N2CCN(Cc3ccccc3)CC2)s1
  -1.2%	0.3	26.3	0.1%	-1.6%	2.5%	-0.5%	-6.9%	-3.3	4.2	10.0%
[27] O=CNCCCc1nc2ccccc2n1Cc1ccccc1
  1.1%	1.2	1.4	-0.7%	-3.6%	4.5%	.	-5.7%	25.8	2.8	2.9%
[28] O=C(CSc1nc(-c2ccccc2)c(-c2ccccc2)[nH]1)N1CCN(S(=O)(=O)c2ccccc2)CC1
  -1.1%	-0.1	0.5	0.1%	3.4%	-2.9%	-4.4%	?	-4.9	-26.2	-1.2%
[29] O=C(CS(=O)c1ccccc1[N+](=O)[O-])Oc1ccc(Br)cc1 (configuration not stated)
  -0.4%	0.2	-18.5	-0.9%	-1.6%	0.7%	-3.2%	5.3%	11.4	16.9	?
[30] Cc1ccc(C)c(-n2c(SCC(=O)O)nc3sc4c(c3c2=O)CCCC4)c1
  -12.3%	10.0	0.1	?	-3.8%	7.3%	-3.6%	?	1.7	-7.0	-8.0%

2 entries from above in a different format.
item	mol	USP2a inh	FBPA coupling cs	Giardia killer	B2AR arrestin	PKM2 act	GALK inhibitor	uPA generation	Chronic BCR inh	hERG WT inh	KCNH2 3.1 inh	Eya2 inh
29	O=C(CS(=O)c1ccccc1[N+](=O)[O-])Oc1ccc(Br)cc1 (configuration not stated)	-0.4%	0.2	-18.5	-0.9%	-1.6%	0.7%	-3.2%	5.3%	11.4	16.9	?
30	Cc1ccc(C)c(-n2c(SCC(=O)O)nc3sc4c(c3c2=O)CCCC4)c1	-12.3%	10.0	0.1	?	-3.8%	7.3%	-3.6%	?	1.7	-7.0	-8.0%

Next part.
Results follow in this order: USP2a inh	FBPA coupling cs	Giardia killer	B2AR arrestin	PKM2 act	GALK inhibitor	uPA generation	Chronic BCR inh	hERG WT inh	KCNH2 3.1 inh	Eya2 inh
[31] N#Cc1cnc(Nc2nc3ccccc3o2)nc1-c1ccccc1
  2.8%	2.7	10.4	-0.3%	-3.0%	0.2%	1.6%	4.2%	-5.7	-3.9	0.0%
[32] Cc1[nH]c2ccccc2c1SCC(=O)N1CCCc2ccccc21
  1.9%	-1.7	?	0.3%	-3.2%	-4.5%	-2.3%	?	-1.2	-0.1	10.6%
[33] COc1ccc(CNC(=O)Nc2cccc(Cl)c2)cc1
  3.6%	.	-6.2	-1.7%	-0.4%	-3.0%	4.6%	4.4%	2.1	6.0	0.0%
[34] CCC(=O)Nc1c(-c2ccc(OC)cc2)c(=O)c2ccccc2n1C
  -1.0%	3.1	8.5	0.1%	-2.5%	-0.2%	-0.2%	2.8%	-3.6	-1.1	15.8%
